HDAC3 inh: human HDAC3 inhibition. actives 0.15% (n = 320,000). O15379. AID 2718. recombinant HDAC3, fluorogenic peptide/trypsin coupled, fluorescence. inhibition, % at 8.3 µM; in the data active = inhibition above about 26%, passing the limit was not always enough
KCNK9 inh: human KCNK9 channel inhibition; Q9NPC2; HEK293 KCNK9, FluxOR thallium flux fluorescence; hits give low values; B-score at 10 µM; actives 1.2% (n = 310,000); AID 488922;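 active = ratio B-score over 3 SD below the library mean, with starting fluorescence within 5 SD of its mean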;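 note: negative B-score means less thallium flux so channel inhibition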
ANO1 block: blocks the mouse calcium-activated chloride channel TMEM16A; Q8BHY3; HEK293 TMEM16A/YFP iodide influx fluorescence, ionomycin; normalized B-score (activity score, 25-100; higher = stronger inhibition) at 10 µM; actives 1.2% (n = 310,000);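 active = ratio plate-corrected score three or more library SD toward inhibition, starting fluorescence score within five deviations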;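 note: score derived from kinetic fluorescence span divided by baseline fluorescence per well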
Target sequence (Q8BHY3 whole entry, looked up): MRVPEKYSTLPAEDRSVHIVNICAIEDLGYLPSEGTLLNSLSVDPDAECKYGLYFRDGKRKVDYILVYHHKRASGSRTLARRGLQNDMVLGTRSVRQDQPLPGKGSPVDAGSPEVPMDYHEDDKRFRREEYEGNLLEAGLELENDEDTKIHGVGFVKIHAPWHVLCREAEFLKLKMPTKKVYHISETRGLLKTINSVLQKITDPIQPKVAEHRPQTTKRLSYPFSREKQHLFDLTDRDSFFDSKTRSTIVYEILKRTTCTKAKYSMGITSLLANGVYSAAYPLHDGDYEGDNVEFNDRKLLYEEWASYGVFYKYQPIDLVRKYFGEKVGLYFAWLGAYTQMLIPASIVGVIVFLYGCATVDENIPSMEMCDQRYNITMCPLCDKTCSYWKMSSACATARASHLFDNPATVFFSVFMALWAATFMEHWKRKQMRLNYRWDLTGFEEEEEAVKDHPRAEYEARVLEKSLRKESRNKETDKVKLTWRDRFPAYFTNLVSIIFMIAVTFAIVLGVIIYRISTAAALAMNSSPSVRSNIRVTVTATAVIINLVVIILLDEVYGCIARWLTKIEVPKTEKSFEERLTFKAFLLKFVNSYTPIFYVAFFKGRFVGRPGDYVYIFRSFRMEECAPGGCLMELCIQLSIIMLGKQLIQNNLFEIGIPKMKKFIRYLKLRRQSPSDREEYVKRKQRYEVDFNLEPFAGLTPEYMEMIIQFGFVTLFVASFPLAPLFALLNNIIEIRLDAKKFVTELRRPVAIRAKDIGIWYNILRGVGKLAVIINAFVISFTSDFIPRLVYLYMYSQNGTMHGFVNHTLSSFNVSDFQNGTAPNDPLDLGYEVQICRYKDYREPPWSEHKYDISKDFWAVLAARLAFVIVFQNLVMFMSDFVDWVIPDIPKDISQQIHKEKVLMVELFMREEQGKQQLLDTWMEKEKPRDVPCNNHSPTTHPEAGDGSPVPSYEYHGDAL
TRPC4 agonist: opens the mouse TRPC4 cation channel; B-score at 10 µM; AID 2237; actives 0.49% (n = 310,000); Q9QUQ5; HEK293 TRPC4beta/mu-opioid, Fluo4 calcium fluorescence; hits give high values;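 active = B-score above 5 SD of library B-scores, and initial fluorescence ratio not above library mean plus 5 SD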;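 note: positive B-score marks a calcium rise read as TRPC4 activation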
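Material: TRPC4beta and mu-opioid receptor HEK293 stable cells | Incubation: 45 min room-temperature Fluo4 loading, 110 s read | Detection: Kinetic Fluo4 calcium fluorescence | Measure: Integrated baseline-normalised fluorescence ratio, converted to per-well B score | Benchmarks: Low control buffer alone, high control maximal DAMGO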
DYRK1A inh: inhibitors of rat Dyrk1A kinase. Q63470. ADP-Glo luminescence, NFATc1 peptide. inhibition, % at 12.5 µM. actives 0.43% (n = 310,000); in the data active = inhibition above about 50%;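 note: plate controls were vehicle with enzyme for no effect and no enzyme for full effect; many of its hits are not listed in these tables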
KCNQ1 inh: blocks the human KCNQ1 potassium channel. P51787. CHO-K1 KCNQ1, FluxOR thallium flux fluorescence; hits give high values. B-score at 10 µM. actives 1.3% (n = 310,000);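 active = compounds whose thallium flux B-score, printed positive for inhibition, exceeds three library SD while starting fluorescence stays within three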;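 note: channel opened by potassium depolarization with thallium stimulus after 20 min compound exposure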
ANO1 activ: mouse TMEM16A channel activation, primary screen; B-score at 10 µM; Q8BHY3; AID 623877; actives 0.3% (n = 340,000); HEK293 TMEM16A/YFP-H148Q/I152L, iodide quench fluorescence; hits give low values;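 active = fluorescence-ratio B-score plate-corrected deviation score at least 3 library SD below zero, with starting fluorescence score within 5 deviations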;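 note: channel opened by trigger with iodide after compound preincubation; score built on the fluorescence ratio of max minus min over baseline; more negative score means more quench and so TMEM16A activation or potentiation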
KCNQ1 pot: potentiators or activators of human KCNQ1 potassium channel | P51787 | B-score at 10 µM | AID 2648 | actives 0.35% (n = 310,000) | CHO-K1 KCNQ1, thallium flux FluxOR fluorescence; hits give high values;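 active = fluorescence ratio B-score, a plate-corrected score, at least three library SD, with initial intensity B-score within 5 SD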
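Test system: CHO-K1 cells stably expressing KCNQ1 / Medium: assay buffer / Also added: depolarizing K+/Tl+ stimulus, K2SO4 and Tl2SO4 each 12.5 mM in 5x stock / Incubation: 90 min dye loading and 20 min compound exposure, both at room temperature / Signal: thallium influx via FluxOR fluorescence, kinetic imaging / Evaluation: B score of baseline-normalized fluorescence ratio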
KCNK3 inh: human KCNK3 channel inhibition, primary screen; actives 0.84% (n = 340,000); B-score at 10 µM; CHO-KCNK3 thallium flux, FluxOR fluorescence; hits give low values; O14649;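 active = B-score under library mean minus 4 SD, starting fluorescence ratio at most library mean plus 5 SD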;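 note: more negative B-score means stronger inhibition of thallium flux through KCNK3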
TRPC4 potent: allosterically enhances the mouse TRPC4 cation channel | HEK293 TRPC4beta/mu-opioid, DAMGO EC20, Fluo-4 Ca2+ flux; hits give high values | B-score at 10 µM | actives 0.42% (n = 310,000) | AID 2227;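 active = B-score of calcium response area above 5 SD of library B-scores, with initial fluorescence ratio within 5 SD of library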;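 note: B-score of integrated fluorescence ratio over time as area under calcium response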
hERG protect: shields human hERG channel from block by proarrhythmic agents; activation (rescue from dofetilide block), less the hit threshold, % at 10 µM; Q12809; CHO-hERG, FluxOR thallium flux, dofetilide IC70 present; actives 0.51% (n = 310,000);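 active = activation above the mean of controls blocked by dofetilide plus 5 SD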;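 note: thallium influx through hERG after potassium depolarization seen as dye fluorescence rise; in these data hits start at about 4.7%; inactives centre near -7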
An asterisk follows results filed as active; i = inactive; . = not tested or not shown. Not all compounds are listed, so the mix of outcomes need not match the whole.

SMILES	HDAC3 inh	KCNK9 inh	ANO1 block	TRPC4 agonist	DYRK1A inh	KCNQ1 inh	ANO1 activ	KCNQ1 pot	KCNK3 inh	TRPC4 potent	hERG protect
CCOC(=O)N1CCN(S(=O)(=O)c2cc(-c3nn4c(C)nnc4c4ccccc34)ccc2C)CC1	-6	i	i	i	-3	i	i	i	i	i	-9
COc1ccccc1C(=O)NNC(=O)C(=O)NC(C)(C)C	1	i	i	i	4	i	i	9*	i	i	7.4*
CCCN=C1NC(=O)C(CC(=O)NCCc2ccc(OC)c(OC)c2)S1 (configuration not stated)	-8	i	i	i	5	i	i	i	i	i	-4
CC(=O)c1ccc(NC(=O)CSc2nc(Nc3ccccc3)nc(N3CCOCC3)n2)cc1	-1	i	i	i	-2	i	i	i	i	i	-3
Cc1[nH][nH]c(=O)c1C(c1c(C)[nH][nH]c1=O)c1cn(Cc2ccc(Cl)c(Cl)c2)c2ccccc12	11	i	i	i	.	i	i	i	i	i	-8
COc1ccc(-n2nc(C(=O)O)c3ccccc3c2=O)cc1	5	i	i	i	4	i	i	i	i	i	-11
Cc1csc2nc(CSc3ccc(Cl)cc3)cn12	-2	i	i	i	-2	i	i	i	i	i	-6
COc1ccc(N2Cc3cccc(C(=O)N4CCN(C(=O)c5ccco5)CC4)c3C2=O)cc1	.	i	i	i	-9	i	i	i	i	i	-7
N#CCCn1nc(-c2ccc(Cl)cc2)cc1Nc1ccccc1NC(=O)C(F)(F)F	4	i	i	i	.	6*	i	i	i	i	-14
COc1ccc(NS(=O)(=O)c2cc(NC(=O)c3cnc(C)cn3)ccc2N2CCCCC2)cc1	9	i	i	i	0	i	i	i	i	i	-3
Cc1cc(C(=O)N/N=C\C(Br)=C\c2ccccc2)c(C)o1	3	i	i	i	4	i	i	i	i	i	-17
OC(c1cccc(Cl)c1)c1nccc2ccccc12 (configuration not stated)	5	i	i	i	0	i	i	i	i	i	-6

A section taken from the entries so far:
SMILES	HDAC3 inh	KCNK9 inh	ANO1 block	TRPC4 agonist	DYRK1A inh	KCNQ1 inh	ANO1 activ	KCNQ1 pot	KCNK3 inh	TRPC4 potent	hERG protect
COc1ccc(NS(=O)(=O)c2cc(NC(=O)c3cnc(C)cn3)ccc2N2CCCCC2)cc1	9	i	i	i	0	i	i	i	i	i	-3
Cc1cc(C(=O)N/N=C\C(Br)=C\c2ccccc2)c(C)o1	3	i	i	i	4	i	i	i	i	i	-17
OC(c1cccc(Cl)c1)c1nccc2ccccc12 (configuration not stated)	5	i	i	i	0	i	i	i	i	i	-6

Remaining list, next part:
SMILES	HDAC3 inh	KCNK9 inh	ANO1 block	TRPC4 agonist	DYRK1A inh	KCNQ1 inh	ANO1 activ	KCNQ1 pot	KCNK3 inh	TRPC4 potent	hERG protect
C=CCNCCOCCOc1ccccc1-c1ccccc1	1	i	i	i	35	i	i	i	i	i	-7
COCC(=O)N1CCC(Oc2ccc(C(=O)NCc3cc(C(C)C)no3)cc2)CC1	3	i	i	i	1	i	i	i	i	i	-8
COc1cc2c(cc1OC)-c1cc(NC3CCCCCC3)nc(=O)n1CC2	-5	i	i	i	11	i	i	i	i	i	-9
CCCN(CCC)CCCNc1ccc(C(=O)Nc2cccc(OC)c2)cc1[N+](=O)[O-]	5	i	i	i	2	i	i	i	i	i	-9
COc1nccc(C(F)(F)F)c1C(=O)NC(=O)Nc1ccccc1	3	i	i	i	-1	i	i	i	i	i	-7
CCCCNc1nc2ccccc2nc1Cl	-7	i	i	i	-4	i	i	i	i	i	-10
COc1ccc2c(CC(=O)OCC(=O)NC(N)=O)coc2c1	-3	i	i	i	0	i	i	i	i	i	-6
O=C(OCn1nnc2ccccc2c1=O)C12CC3CC(CC(O)(C3)C1)C2	-4	i	i	i	.	i	i	i	i	i	-9
COc1cc(C)nc(Oc2ccc(OCCOc3ccc(C)cc3)nn2)n1	-2	i	i	i	0	i	i	i	i	i	-5
Cc1ccccc1OC(=O)C1C(c2ccccc2)C(C(=O)O)C1c1ccccc1 (configuration not stated)	0	i	i	i	3	i	i	i	i	i	-11
O=c1c([N+](=O)[O-])c[nH]c2ccccc12	-1	i	i	i	11	i	i	i	i	i	-9
COC(=O)c1cc(Br)c(=O)n(-c2nccs2)c1	-9	i	i	i	-12	i	i	i	i	i	-2
Cc1cc(C(C)(C)C)cc(C)c1S(=O)(=O)N1CC(=O)Nc2ccccc21	2	i	i	i	1	i	i	i	i	i	-10
CC(C)c1csc(CN2CCN(Cc3ccccc3)C(CCO)C2)n1 (configuration not stated)	0	i	i	i	-6	i	i	i	i	i	-8
COc1ccc(OC(C)C(=O)Nc2ccccc2F)cc1 (configuration not stated)	-4	i	i	i	-2	i	i	i	i	i	-14
CC1CCN(C(=O)C2CCN(C(=O)c3cc4sccc4n3Cc3ccc(F)cc3)CC2)CC1	-6	i	i	i	-4	i	i	i	i	i	-2
O=C(NCC1CCOCC1)c1cc(COc2ccc(F)cc2F)on1	-3	i	i	i	1	i	i	i	i	i	-3
Cc1ccc(C(=O)COC(=O)c2cn3ccccc3n2)cc1	2	i	i	i	-2	i	i	i	i	i	-1
O=C(NCC(c1cccnc1)N1CCN(c2ccccc2F)CC1)c1cccc(Cl)c1 (configuration not stated)	-2	i	i	i	-2	i	i	i	i	i	-3
COc1ccccc1CNC(=O)CCN1C(=O)c2ccccc2C1=O	0	i	i	i	-5	i	i	i	i	i	-6
CC(C)NC(=O)C(=O)NCCN1CCN(S(=O)(=O)c2ccc(Cl)cc2)CC1	0	i	i	i	.	i	i	i	i	i	0
CC(C(=O)N(C)c1ccccc1)N1CCN(C(=O)c2ccccc2)CC1 (configuration not stated)	2	i	i	i	-1	i	i	i	i	i	-3
Cc1nn(C)c(C(=O)N2CCc3ccccc32)c1Cl	2	i	i	i	2	i	i	i	i	i	-19
CCOC(=O)c1sc(NC(=O)c2ccc(S(=O)(=O)N(C)C)cc2)cc1C	11	i	i	i	-2	i	i	i	i	i	-4
COc1ccccc1Oc1c(C)oc2c(CN3CCOCC3)c(O)ccc2c1=O	-58	i	i	i	2	i	i	i	i	i	-12
Cc1cccc(C)c1-n1c(C)cc(/C=C2\NC(=O)NC2=O)c1C	6	i	i	i	7	i	i	i	i	i	-14
COCC(=O)N/N=C/c1ccc(Sc2nc3ccccc3s2)o1	2	i	i	i	-2	i	i	i	i	i	-12
COC(=O)c1cc(Br)c(=O)n(Cc2ccncc2)c1	-6	i	i	i	0	i	i	i	i	i	-1
CCCc1cc(=O)oc2cc(OCC(=O)N3CCc4ccccc43)ccc12	-2	i	i	i	2	i	i	i	i	i	-5
C=CCn1c(SCc2csc(C)n2)nc2sc3c(c2c1=O)CCCCC3	-5	i	i	i	-3	i	i	i	i	i	-17
COc1cc(NC(=O)C2=COCCO2)c(OC)cc1Cl	-1	i	i	i	11	i	i	i	i	i	-9
CC(=O)Nc1ccc(NC(=O)c2ccccc2N(C)S(C)(=O)=O)cc1	16	i	i	i	3	i	i	i	i	i	-7
COc1ccc(NC(=O)c2ccc(OC(F)F)cc2)cc1Cl	2	i	i	i	3	i	i	i	i	i	-5
CC(=O)OCCNc1cc(SCc2ccco2)c2nonc2c1[N+](=O)[O-]	3	i	i	i	-2	i	i	i	i	i	-6
FC(F)(F)c1nnc2c(Sc3ccccc3)nc3ccccc3n12	-2	i	i	i	11	i	i	i	i	i	-14
CN(C(=O)CC(NC(=O)c1ccccc1)(c1ccccc1)c1ccccc1)c1ccccc1	-1	i	i	i	-4	i	i	i	i	i	-4
CSC(=S)N/N=C(\C)c1ccc(Br)cc1	-3	i	i	i	-4	i	i	41*	i	i	5
COc1ccccc1CCNC(=O)C(=O)NCC1OCCN1S(=O)(=O)c1ccc(F)cc1 (configuration not stated)	0	i	i	i	-1	i	i	i	i	i	-7
O=C(NCc1ccccc1)c1cccc(NC(=O)c2ccco2)c1	-4	i	i	i	6	i	i	i	i	i	-11
O=C(c1ccccc1)N(CCN1CCOCC1)C1(C(=O)Nc2ccccc2)CCCCC1	2	i	i	i	-4	i	i	i	i	i	-1
Cc1nc(-c2ccccc2OC(F)(F)F)[nH]c(=O)c1Cl	2	i	i	i	-1	i	i	i	i	i	-11
CCN(CC)S(=O)(=O)c1cccc(C(=O)Nc2cc(C)nn2-c2ccccc2)c1	.	i	i	i	-7	i	i	i	i	i	-5
O=C(CNC(=O)c1ccc([N+](=O)[O-])cc1)N/N=C/c1c[nH]c2ccccc12	15	i	i	i	3	i	i	i	i	i	-8
Cc1cccc(C)c1OCC(=O)Nc1ccc(N2CCOCC2)cc1	3	i	i	i	-5	i	i	i	i	i	-10
CN1CCN(C(=O)Cn2c(C(F)(F)F)nc3ccccc32)CC1	-8	i	i	i	-4	i	i	i	i	i	-8
Cc1ccc(NC(=O)C(C)N2C(=O)C3CC=C(Cl)CC3C2=O)cc1 (configuration not stated)	-10	i	i	i	.	i	i	i	i	i	2
O=C(O)C1CC=CCC1C(=O)Nc1ccc(Oc2ccc(Cl)cc2)cc1 (configuration not stated)	5	i	i	i	5	i	i	i	i	i	-3
Cc1nc2ccccc2cc1C(=O)N/N=C/c1ccc([N+](=O)[O-])cc1	1	i	i	i	-2	i	i	i	i	i	-5
CCCCNC(=O)c1cc2c(C)cc(C)cc2[nH]1	-1	i	i	i	-2	i	i	i	i	i	-6
Cc1ccc2[nH]c(=O)c(C3=NN(C(=O)CCC(=O)O)C(c4cccs4)C3)c(-c3ccccc3)c2c1 (configuration not stated)	-10	i	i	i	0	i	i	i	i	i	-14
COC(=O)c1nnn(-c2ccccc2)c1N	-10	i	i	i	6	i	i	i	i	i	-6
O=C(Nc1ccccc1)N1C2CCC1CC(O)(c1cccnc1)C2 (configuration not stated)	5	i	i	i	3	i	i	i	i	i	-4
CCOc1ccccc1-c1ccc(C(=O)NCc2ccccc2)o1	-8	i	i	i	14	i	i	i	i	i	-14
O=C1OC(c2ccc(F)cc2)=C/C1=C\c1ccc(O)cc1	-2	i	i	i	10	i	i	i	i	i	0
Cc1cc(C(=O)N/N=C/c2ccc(O)c([N+](=O)[O-])c2)n[nH]1	14	i	i	i	.	i	i	i	i	i	0
Nc1ccc(-c2ccc(N)c(C(=O)O)c2)cc1C(=O)O	-8	i	i	i	2	i	i	i	i	i	-10
COc1ccc(C2N(C(=O)c3ccccc3)CCN2C(=O)c2ccc(C)cc2)cc1 (configuration not stated)	0	i	i	i	-1	i	i	i	i	i	-7

Source: PubChem
